# Screening results deposited in PubChem by National Center for Advancing Translational Sciences (NCATS).
# POLK inh: DNA polymerase kappa (human) inhibition; Q9UBT6; purified Pol kappa, fluorescent DNA synthesis assay, 10 min; Potency, µM (top dose mostly 107 µM), for inactives: at the highest dose activity, negative = inhibition, usual class: inhibitors; 0.53% of 400,000 active; note: % is set by controls: 0 for no effect and ±100 for the full control effect
#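 Pol kappa 10 nM + cpd, 15 min RT; start w/ substrate 50 nM final; fluorescence kinetic read, 0 and 10 min. Neg ctrl: buffer, no enzyme.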
# Pol eta inh: blocks human DNA polymerase eta activity | Q9Y253 | recombinant Pol eta, fluorescent DNA replication assay | Potency, µM (top dose mostly 114 µM), inactives show at the highest dose activity change, negative = inhibition, most hits filed as inhibitors | 1.2% of 390,000 active; note: % is set by controls: 0 for no effect and ±100 for the full control effect
#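 Pol eta (10 nM) was preincubated with compounds for 15 min at room temperature, after which fluorescent replication substrate (50 nM final) was added to start the reaction. Fluorescence was read kinetically at 0 and 10 min.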
# APE1 inh: blocks human APE1 abasic DNA cleavage; P27695; recombinant APE1, TAMRA/BHQ-2 abasic DNA cleavage fluorescence; Potency, µM (doses to about 65.8 µM), without a hit: at the highest dose activity change, negative = inhibition, most hits filed as inhibitors; 0.35% of 350,000 active;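 note: plate controls were vehicle for no effect and reference inhibitor for full effect; nearly all actives have a fitted effect of over 55% in size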
# Target sequence (P27695 whole entry, looked up): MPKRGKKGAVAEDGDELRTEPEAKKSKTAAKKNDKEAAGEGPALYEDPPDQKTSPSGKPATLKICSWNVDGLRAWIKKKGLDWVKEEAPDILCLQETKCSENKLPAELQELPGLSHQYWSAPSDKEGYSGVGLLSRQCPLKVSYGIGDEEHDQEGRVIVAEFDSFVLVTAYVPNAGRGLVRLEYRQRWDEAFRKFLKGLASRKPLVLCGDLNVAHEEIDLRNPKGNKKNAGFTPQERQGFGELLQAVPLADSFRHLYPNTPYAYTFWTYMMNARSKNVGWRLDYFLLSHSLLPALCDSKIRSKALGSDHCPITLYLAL
#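 Endonuclease cleavage of a quenched abasic-site DNA duplex (50 nM) by APE1 (0.75 nM) was tracked by TAMRA dequenching. Compounds were preincubated with enzyme 15 min at room temperature; data normalized to buffer-only and DMSO wells plus NSC13755 control.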
# POLB inh: inhibitors of human DNA polymerase beta; Potency, µM (doses to about 114 µM), for the others: at the highest dose activity change, negative = inhibition, hits mostly inhibitors; Pol beta primer extension/strand displacement, fluorescence kinetic; 1.3% of 340,000 active; note: % is set by controls: 0 for no effect and ±100 for the full control effect
#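 Pol beta (10 nM) was preincubated with compound for 15 min at room temperature. The reaction was then started with 50 nM substrate and read immediately and after a further 10 min at room temperature.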
# Anesthetic bind: binds horse apoferritin like a general anesthetic. P02791. apoferritin/1-aminoanthracene competitive binding, fluorescence. Potency, µM (titrated, usually from 77.5 µM), for the others: top-dose activity change, negative = displacement, actives largely listed as inhibitors. 0.074% of 350,000 active. AID 485281; note: % is set by controls: 0 for no effect and ±100 for the full control effect; nearly all actives have a fitted effect of over 20% in size
#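 Probe: 1-aminoanthracene (50% saturated, PBS). Protein: horse-spleen apoferritin, 10 uM. Incubation: 10 min, room temperature. Detection: 380 nm excitation, 535 nm emission. Analysis: normalized response, four-parameter Hill.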
# BAZ2B inh: inhibitors of human BAZ2B bromodomain; Potency, µM (titrated, usually from 114 µM), for inactives: top-dose activity change, negative = inhibition, actives largely listed as inhibitors; AID 504333; 4.4% of 360,000 active; AlphaScreen BAZ2B-H3K14Ac peptide displacement; Q9UIF8; note: % is set by controls: 0 for no effect and ±100 for the full control effect; nearly all actives have a fitted effect of over 60% in size
#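 Multi-concentration screen (max 110 uM) measuring displacement of acetylated histone H3 peptide from BAZ2B by AlphaScreen, using 50 nM protein, 50 nM peptide and 10 ug/mL streptavidin donor plus Ni-chelate acceptor beads.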
# BLM helicase inh: inhibitors of human Bloom syndrome helicase BLM; P54132; recombinant BLM DNA unwinding, fluorescence dequenching; Potency, µM (highest dose often 56.1 µM), without a hit: top-dose activity change, negative = inhibition, hits mostly inhibitors; 0.2% of 350,000 active;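 note: plate controls were vehicle for no effect and no enzyme for full effect; nearly all actives have a fitted effect of over 35% in size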
# Pol iota inh: DNA polymerase iota (human) inhibition | Q9UNA4 | Pol iota fluorescent replication assay, 10 min | Potency, µM (series often up to 115 µM), for the others: at the highest dose activity, negative = inhibition, most hits filed as inhibitors | 1% of 390,000 active | AID 588590
# Target sequence (Q9UNA4 whole entry, looked up): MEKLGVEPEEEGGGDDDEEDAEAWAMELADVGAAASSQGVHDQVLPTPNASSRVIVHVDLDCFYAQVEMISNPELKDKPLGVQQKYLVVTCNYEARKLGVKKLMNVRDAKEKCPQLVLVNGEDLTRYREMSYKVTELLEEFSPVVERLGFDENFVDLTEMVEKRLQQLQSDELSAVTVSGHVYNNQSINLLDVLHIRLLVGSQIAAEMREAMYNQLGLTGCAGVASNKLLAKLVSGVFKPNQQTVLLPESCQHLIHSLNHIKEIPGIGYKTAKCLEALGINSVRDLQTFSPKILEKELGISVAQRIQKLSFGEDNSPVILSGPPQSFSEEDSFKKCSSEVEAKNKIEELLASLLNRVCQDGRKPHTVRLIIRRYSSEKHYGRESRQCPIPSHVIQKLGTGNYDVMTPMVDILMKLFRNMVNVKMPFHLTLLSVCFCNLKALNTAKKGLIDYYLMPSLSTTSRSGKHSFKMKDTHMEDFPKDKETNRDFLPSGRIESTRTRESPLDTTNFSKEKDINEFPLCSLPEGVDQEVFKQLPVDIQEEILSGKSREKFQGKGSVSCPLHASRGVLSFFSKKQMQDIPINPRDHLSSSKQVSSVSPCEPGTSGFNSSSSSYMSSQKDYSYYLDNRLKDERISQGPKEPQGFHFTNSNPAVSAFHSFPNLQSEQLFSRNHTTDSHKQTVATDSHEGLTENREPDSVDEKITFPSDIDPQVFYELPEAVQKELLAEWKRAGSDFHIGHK
#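 Pol iota at 10 nM preincubated 15 min with compounds at room temperature; reaction started with fluorescent substrate, 50 nM final. Fluorescence read kinetically at 0 and 10 min; buffer-only wells as negative control.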
# G9a inh: blocks human histone lysine methyltransferase G9a. G9a H3K9 monomethylation, AlphaScreen, 2 h. Potency, µM (top dose mostly 102 µM), inactives show top-dose activity, negative = inhibition, actives largely listed as inhibitors. 8.8% of 350,000 active; note: % is set by controls: 0 for no effect and ±100 for the full control effect; nearly all actives have a fitted effect of over 75% in size
#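 Signal arises when biotinylated H3K9 peptide, once monomethylated, bridges streptavidin donor and antibody-captured acceptor beads. Enzyme at 20 nM was preincubated 15 min with test compounds; peptide 500 nM and SAM 20 uM then reacted for 2 h.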
# * hit, by the source's call; ? = inconclusive; . = no result given; [ ] = another dose, or the depositor's remark. Calls come from the whole dose curve; as a rule, active = well fitted curve in the direction sought with a large enough effect; inconclusive = small, poorly fitted or top-dose-only effect, or another doubt; inactive = no such curve, though single readings can be large; an effect the other way counts as inactive or inconclusive. Potency is the fitted concentration of half-maximal effect. The list is partial (hit frequency here may not be typical).
mol | POLK inh | Pol eta inh | APE1 inh | POLB inh | Anesthetic bind | BAZ2B inh | BLM helicase inh | Pol iota inh | G9a inh
COc1ccccc1C(=O)Nc1nnc(S(=O)(=O)N2CCOCC2)s1 | 8.5% | ? | 49.2% | 10.5% | -6.6% | -4.8% | 2.3% | -8.3% | 2.2%
COc1ccccc1NC(=O)c1oc2ccccc2c1NC(=O)c1ccco1 | 1.6% | -10.4% | 1.6% | 15.7% | -6.1% | -2.6% | -6.7% | -3.7% | -40.5%
NC1=NC2(CCCCC2)n2c(nc3ccccc32)N1 | -1.2% | -23.5% | -6.9% | 4.6% | -2.8% | 12.9% | 3.6% | 18.6% | ?
Cc1ccc(-c2nc(=S)c3c(n2Cc2ccco2)CCCC3)cc1 | -14.3% | ? | -5.3% | ? | -13.1% | -18.2% | -0.6% | 12.4% | -44.2%[12.7 µM]
N#C/C(=N\Nc1ccccc1)C(=N)N1CCOCC1 | -12.8% | -4.7% | 2.9% | 10.5% | -6.7% | -32.0% | 0.7% | 62.8%[activator] | -0.9%
CCN1C(=O)c2cccc3c(S(=O)(=O)Nc4ccncc4)ccc1c23 | 0.4% | 3.6% | -1.6% | -4.7% | 589.1%[activator] | -36.6% | 0.6% | 13.4% | 17.5%
O=C(Cc1ccc(Cl)cc1)Nc1ccc(N2CCCC2)cc1 | -0.4% | -22.1% | 0.1% | -1.2% | -2.5% | -2.9% | 1.0% | 7.4% | ?
Cc1ccc(NC(=O)COC(=O)c2ccc3c(c2)OCCO3)cc1S(=O)(=O)N1CCOCC1 | -3.0% | -22.4% | -4.0% | -25.2% | -11.5% | -24.5% | -4.9% | -2.9% | -10.7%[59 µM]
CC(=O)Nc1cccc(-n2nnc(SCC(=O)Nc3ccc(F)c(Cl)c3)n2)c1 | -6.6% | ? | -10.5% | ? | -0.9% | -0.4% | -27.4% | 79.4µM* | ?
CCOc1ccc(NC(=O)CSc2ncc3c(n2)-c2cc(Cl)ccc2N(C)S3(=O)=O)cc1 | 13.5% | -10.9% | . | 2.7% | -16.7% | -11.5% | -6.5% | -3.4% | -15.9%[59 µM]
Cc1cccc(Nc2nc(N3CCN(C)CC3)nc(N)c2[N+](=O)[O-])c1 | -9.2% | -24.7% | 3.3% | 4.7% | -2.3% | -1.9% | 5.4% | 30.5%[activator] | 11.5%[59 µM]
Cc1cc(Br)ccc1SCC(=O)OCC(=O)N1CCN(C(=O)c2ccco2)CC1 | -4.7% | 1.9% | 26.4% | 0.6% | ? | ? | -0.2% | ? | 44.7µM*
COc1ccc(CC(=O)NCc2n[nH]c(=S)n2C)cc1 | -10.9% | -5.5% | 6.4% | -13.5% | -0.6% | 0.0% | -4.0% | 19.9% | 44.7µM*
CCc1ccc(-c2[nH]c3c(c2-c2sc(C)c(C(=O)OC)c2O)c(=O)n(C)c(=O)n3C)cc1 | -7.9% | . | . | 43.8% | -1.3% | -16.6% | -1.3% | 7.0% | 7.4%[59 µM]
O=C(Nn1cnnc1)c1ccc(Br)s1 | -10.3% | -4.9% | 3.2% | 59.8% | -7.8% | -2.8% | 4.7% | 21.6% | -6.9%
CCN(CC)S(=O)(=O)c1ccc(NC(=O)COC(=O)c2ccc(-n3nc(C)cc3C)cc2)cc1 | -7.8% | -21.6% | 3.4% | 2.5% | ? | -23.5% | -9.6% | 15.7% | ?
C#CCOCCOCCOCCNc1nc(N2CCN(C(=O)[C@H]([C@@H](C)O)n3cc(CCCCN)nn3)CC2)nc(N2CCN(C(=O)[C@H](Cc3ccc(O)cc3)n3cc(CCO)nn3)CC2)n1 | -1.4% | -5.6% | 3.4% | -2.2% | 2.8% | ? | -8.7% | ? | 50.1µM*
COc1ccc(OC)c(C(C)NC(=O)C(C)Cc2ccccc2)c1 (stereo not drawn) | -13.1% | -10.4% | 9.2% | 9.4% | 1.9% | 5.8% | -0.3% | -18.9% | -0.5%
COc1cccc(CC(=O)Nc2cc(S(=O)(=O)N3CCCCC3)ccc2C)c1 | -5.2% | -23.8% | -7.6% | . | . | 6.7% | . | 18.0% | ?
CSc1ncccc1C(=O)OCC(=O)Nc1ccc(Cl)cn1 | -2.2% | -20.7% | 15.8% | . | . | . | . | -7.2% | .
O=C(O)c1ccc(C(=O)C(=O)c2ccccc2)cc1 | 5.4% | -16.7% | 12.1% | 36.9% | -0.8% | -13.3% | -4.1% | 8.1% | 79.4µM*
COCCCN1C(=O)C(=O)/C(=C(/O)c2ccc(OC)cc2C)C1c1cccnc1 (stereo not drawn) | 0.2% | 1.4% | 14.3% | 43.5% | -7.3% | -38.2% | -3.3% | 23.1% | .
Cc1ccc(C(=O)N/C(=C\c2ccc(-c3cccc([N+](=O)[O-])c3)o2)C(=O)NCCCN2CCOCC2)cc1 | 6.7% | -3.1% | 21.7% | 2.9% | ? | ? | -3.1% | ? | ?
O=C(NCc1cccnc1)C(=O)NCC(c1ccco1)N1CCOCC1 (stereo not drawn) | -0.1% | 13.9% | -5.2% | 2.5% | -6.7% | -37.6% | -2.5% | 40.9%[activator] | -2.2%
COCCOC(=O)C1=C(N)Oc2c(oc(CO)cc2=O)C1c1ccccc1F (stereo not drawn) | 7.5% | -15.4% | 0.3% | -1.9% | -7.1% | -31.4% | -0.4% | 9.9% | ?
Cc1oc(/N=C/c2ccc(Cl)cc2)c(C#N)c1C | -13.5% | -15.8% | 1.7% | 13.9% | -3.0% | 3.4% | -0.2% | -2.9% | -19.7%[59 µM]
CN(CC(=O)NCCN1CCCCCC1)S(=O)(=O)c1cccc2nsnc12 | -23.0% | -2.8% | 3.0% | 1.5% | -17.2% | -29.1% | -0.6% | ? | -46.9%
COc1cccc(C(=O)Nc2ccc3nc(N4CCOCC4)cc(C)c3c2)c1 | -7.8% | -17.3% | -7.7% | -18.3% | -16.6% | 4.2% | -3.3% | -15.0% | -5.1%[59 µM]
CC1CCN(C2=NC(=O)/C(=C/c3ccccc3F)S2)CC1 | -6.5% | ? | 0.0% | 0.8% | -14.8% | -38.9% | -3.5% | 131.1%[activator] | 17.2%
Cc1ccnc(NC(=O)c2ccc(NS(=O)(=O)/C=C/c3ccccc3)cc2)c1 | -6.4% | -20.9% | 1.2% | . | . | -27.8% | . | 13.8% | ?
COc1cccc(NC(=O)CN2CCN(c3ccccc3F)CC2)c1 | 0.3% | -5.2% | 5.1% | -2.7% | 4.7% | -0.7% | -8.0% | 21.4% | -8.5%[12.7 µM]
O=C(CSc1nnnn1C1CCCC1)Nc1ccc2c(c1)OCO2 | -7.2% | -8.7% | -2.0% | -1.6% | -11.9% | -9.2% | -1.9% | ? | -24.1%[12.7 µM]
COc1ccccc1N1CCN(C(=O)c2ccc(NC3=NC4CS(=O)(=O)CC4S3)cc2)CC1 (stereo not drawn) | -1.3% | -0.2% | 28.1% | -0.8% | -12.6% | -38.5% | -2.9% | ? | 18.8%
COc1ccc(CNC(=O)CSc2ncc3c(n2)-c2ccc(Cl)cc2N(Cc2ccc(F)cc2)S3(=O)=O)cc1OC | 2.0% | -4.0% | . | -1.4% | ? | 17.2% | -1.8% | 14.3% | 23.9%[59 µM]
CC(C)N(Cc1cnn(C)c1)C(=O)c1ccc(OC2CCN(Cc3ccccn3)CC2)cc1 | -0.6% | 3.8% | -15.3% | ? | -3.9% | 89.1µM* | -3.5% | 22.4% | 44.7µM*
O=C(CNC(=O)c1ccccc1F)N/N=C/c1cn[nH]c1-c1ccccc1 | -3.4% | -13.3% | 0.8% | -3.7% | -11.1% | -6.6% | -3.8% | 29.6% | 21.3%[59 µM]
CCCSc1nc(SCC(=O)NCc2ccccc2)c2c3c(sc2n1)COC(C)(CC)C3 (stereo not drawn) | -4.3% | -16.4% | -1.3% | 23.0% | -5.8% | 0.1% | 2.3% | 17.3% | 22.7%[59 µM]
S=C(NCc1cccnc1)Nc1ccc(Cl)cc1Cl | -5.7% | -4.5% | 4.3% | ? | -9.7% | -1.8% | -1.3% | 48.7%[activator] | .
COC(=O)c1ccc(Cl)c(NC(=O)c2ccc(-c3ccccc3)cc2)c1 | . | . | -1.6% | 43.3% | -9.9% | 2.3%[57.1 µM] | -3.7% | . | 14.2%[59 µM]
CS(=O)(=O)N1CCc2cc(S(=O)(=O)Nc3ccc4oc5c(c4c3)CCCC5)ccc21 | -9.7% | -7.7% | -6.0% | -18.3% | -4.3% | -38.7% | -7.3% | 15.2% | -5.7%[12.7 µM]
O=C(CSc1ncc2c(n1)-c1ccc(Cl)cc1N(Cc1ccccc1)S2(=O)=O)Nc1ccc(F)c(F)c1 | 2.1% | -10.8% | . | -22.6% | -4.2% | 17.8% | -1.8% | 24.2% | 16.3%[59 µM]
O=C(Cn1cncc1-c1ccc([N+](=O)[O-])cc1)Nc1ccccc1F | -4.8% | ? | 12.8% | ? | -10.7% | ? | -9.6% | 16.1% | ?
Cc1ccc(CCNC(=O)C2CCC(CNc3c(N4CCCC4)c(=O)c3=O)CC2)cc1 (stereo not drawn) | -4.8% | -11.8% | -4.9% | 30.8% | -2.5% | 2.4% | -9.9% | 16.9% | -8.3%
CC(=O)C1=C(C)NC(SCC(N)=O)=C(C#N)C1c1cccnc1 (stereo not drawn) | -6.1% | 16.0% | -0.2% | 9.8% | -1.2% | 9.3% | -10.3% | 86.3%[activator] | ?

# Ordered by length of the SMILES (high to low): part of the list above.
mol | POLK inh | Pol eta inh | APE1 inh | POLB inh | Anesthetic bind | BAZ2B inh | BLM helicase inh | Pol iota inh | G9a inh
COc1ccc(CNC(=O)CSc2ncc3c(n2)-c2ccc(Cl)cc2N(Cc2ccc(F)cc2)S3(=O)=O)cc1OC | 2.0% | -4.0% | . | -1.4% | ? | 17.2% | -1.8% | 14.3% | 23.9%[59 µM]
CCc1ccc(-c2[nH]c3c(c2-c2sc(C)c(C(=O)OC)c2O)c(=O)n(C)c(=O)n3C)cc1 | -7.9% | . | . | 43.8% | -1.3% | -16.6% | -1.3% | 7.0% | 7.4%[59 µM]
O=C(Cn1cncc1-c1ccc([N+](=O)[O-])cc1)Nc1ccccc1F | -4.8% | ? | 12.8% | ? | -10.7% | ? | -9.6% | 16.1% | ?
